# MCF10A rereplic – DNA re-replication induction in MCF 10a cells | Potency, µM (top dose mostly 46.1 µM), without a hit: top-dose activity, positive = re-replication, usual class: activators | MCF 10A DNA re-replication, Hoechst nuclear intensity, 48 h | AID 624296 | actives 2.9% (n = 350,000); also: % of control where 0% means no effect; nearly all actives have a fitted effect of over 50% in size
# EPAC2 antagonist – blocks human EPAC2 exchange factor; EPAC2 GEF exchange of Rap1B-BODIPY-GDP, fluorescence; Potency, µM (doses to about 114 µM), for inactives: at the top dose activity, negative = inhibition, most hits filed as inhibitors; actives 0.18% (n = 360,000); AID 720708; also: % is scaled to controls: 0 for no effect and ±100 for the full control effect; nearly all actives have a fitted effect of over 45% in size; many of its hits are not listed in these tables
# Target sequence (Q8WZA2 whole entry, looked up): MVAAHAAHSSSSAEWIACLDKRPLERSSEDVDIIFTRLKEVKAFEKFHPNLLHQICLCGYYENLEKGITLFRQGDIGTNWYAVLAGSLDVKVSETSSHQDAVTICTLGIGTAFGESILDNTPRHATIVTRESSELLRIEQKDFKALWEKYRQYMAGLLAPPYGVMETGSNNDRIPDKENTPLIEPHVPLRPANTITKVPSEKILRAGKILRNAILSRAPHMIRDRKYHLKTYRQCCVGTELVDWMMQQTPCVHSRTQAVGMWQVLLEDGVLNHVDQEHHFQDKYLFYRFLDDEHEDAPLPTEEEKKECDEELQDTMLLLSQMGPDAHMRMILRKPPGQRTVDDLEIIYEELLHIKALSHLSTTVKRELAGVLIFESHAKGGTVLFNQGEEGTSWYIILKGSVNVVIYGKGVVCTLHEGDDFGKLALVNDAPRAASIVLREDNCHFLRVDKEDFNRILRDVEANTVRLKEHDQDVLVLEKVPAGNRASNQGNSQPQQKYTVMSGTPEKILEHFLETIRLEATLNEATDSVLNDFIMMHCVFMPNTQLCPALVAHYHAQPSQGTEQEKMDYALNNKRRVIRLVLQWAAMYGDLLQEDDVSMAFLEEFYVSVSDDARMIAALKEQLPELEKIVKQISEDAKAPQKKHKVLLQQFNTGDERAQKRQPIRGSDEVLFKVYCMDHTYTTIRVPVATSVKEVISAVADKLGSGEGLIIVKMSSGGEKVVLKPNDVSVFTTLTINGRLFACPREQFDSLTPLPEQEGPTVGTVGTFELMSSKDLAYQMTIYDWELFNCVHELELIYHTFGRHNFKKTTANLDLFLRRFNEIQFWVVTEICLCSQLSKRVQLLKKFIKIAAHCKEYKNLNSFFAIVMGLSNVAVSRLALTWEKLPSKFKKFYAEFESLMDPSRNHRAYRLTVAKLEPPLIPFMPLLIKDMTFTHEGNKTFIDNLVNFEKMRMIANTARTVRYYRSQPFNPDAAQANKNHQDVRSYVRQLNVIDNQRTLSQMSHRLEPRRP
# Nrf2 activator – Nrf2 pathway activation | Potency, µM (doses to about 46.1 µM), for the others: top-dose activation, actives largely listed as activators | AREc32 ARE-luciferase reporter (MCF7-derived line), luminescence, 24 h | actives 0.31% (n = 410,000) | AID 624171; also: % of control where 0% means no effect; nearly all actives have a fitted effect of over 65% in size
#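 Steps: seed AREc32_Fluc cells (1000/well, 5% FBS OPTI-MEM); incubate overnight at 37 deg C; add 23 nL compound; incubate 24 hr; add Steady-Glo; hold 30 min RT; read luminescence.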
# TGFb SMAD3 inh – TGF-b pathway inhibition; HepG2 CAGA-GFP TGF-b/SMAD3 reporter, GFP fluorescence, 18 h; TGF-beta stimulated, 500 pg/mL final; Potency, µM (highest dose often 46.1 µM), without a hit: at the highest dose activity, negative = inhibition, actives largely listed as inhibitors; actives 1.2% (n = 410,000); AID 588855; also: % is scaled to controls: 0 for no effect and ±100 for the full control effect; nearly all actives have a fitted effect of over 65% in size
#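 Inhibition of TGF-beta-driven CAGA-GFP reporter expression in HEPG2 cells is measured by cellular GFP fluorescence after 18 h stimulation with 500 pg/mL recombinant TGF-beta in 1% FBS medium at 37 degrees C.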
# HepG2 tox – kills HepG2 cells in TGF-b inhibitor counter-screen | HepG2 CAGA-GFP viability, ATP luminescence, 18 h | actives 0.76% (n = 410,000) | Potency, µM (titrated, usually from 46.1 µM), without a hit: at the highest dose activity change, negative = cytotoxicity, usual class: cytotoxic; also: some results filed as inactive show a strong effect at the top dose
#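 CellTiter-Glo luminescence gave cytotoxicity after 18 hours at 37 degrees C. The cells were HepG2 CAGA-GFP in 1% FBS DMEM, stimulated with 500 pg/mL TGF-beta after compound addition. %Activity was normalised to no-cell wells (complete cell-killing) and DMSO (no toxicity), and curves were fitted and classified.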
# A549 viability – A549 cytotoxicity, counter-screen for Nrf2 inhibitors | actives 0.16% (n = 390,000) | A549 ARE-Fluc cells, CellTiter-Fluor viability, 18-24 h | Potency, µM (top dose mostly 46 µM), inactives show top-dose activity change, negative = cytotoxicity, hits mostly inhibitors; also: % is scaled to controls: 0 for no effect and ±100 for the full control effect
#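 A549 ARE-Fluc cells in 5% FBS OPTI-MEM, 5000 cells/well, rested 2 h then exposed to compounds in concentration-response for 18-24 h at 37 °C. Viability by CellTiter-Fluor fluorescence (Ex 405/Em 525) after 30 min; luciferase luminescence (BugLite, 15 min, RT) read afterwards.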
# ATXN2 expr inh – inhibitors of ATXN2 expression; actives 0.72% (n = 360,000); HEK-293 ATXN2-luciferase reporter, luminescence, 24 h; Potency, µM (doses to about 57 µM), inactives show top-dose activity change, negative = inhibition, most hits filed as inhibitors; also: % is scaled to controls: 0 for no effect and ±100 for the full control effect; nearly all actives have a fitted effect of over 55% in size
#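 qHTS (up to 57 uM final) was run with 24 h compound exposure of reporter cells at 37 °C. Each well was multiplexed: SteadyGlo luminescence measured ATXN2-luciferase expression after a fluorogenic Gly-Phe-AFC viability readout (25 uM final).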
# ATXN viability – reduces viability in counter-screen for ATXN expression inhibitors | S2 cells (HEK-293 line with an ATXN2-luciferase reporter) viability, CellTiter-Fluor protease fluorescence, 24 h | Potency, µM (top dose mostly 56.7 µM), hits mostly cytotoxic | actives 0.49% (n = 400,000); also: nearly all actives have a fitted effect of over 40% in size
# Nrf2 block – inhibitors of Nrf2 signaling; Potency, µM (titrated, usually from 46 µM), without a hit: top-dose activity change, negative = inhibition, hits mostly inhibitors; AID 504444; A549 ARE-Fluc reporter, luciferase luminescence, 18-24 h; actives 2.1% (n = 360,000); also: % is scaled to controls: 0 for no effect and ±100 for the full control effect; nearly all actives have a fitted effect of over 60% in size
#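 A549 ARE_Fluc cells, 5000/well, 5% FBS OPTI-MEM; compounds in dose-response, 18-24 h at 37 °C/5% CO2; CellTiter-Fluor viability read (Ex 405/Em 525), then BugLite luciferase luminescence = Nrf2 activity.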
# Active calls of the source: *; i = inactive; u = inconclusive; x = not tested or not shown; & = joins results of further samples; [ ] = dose if it differs, or a comment. Calls follow the shape of the dose curve; as a rule, active = well fitted curve in the direction sought with a large enough effect; inconclusive = small, poorly fitted or top-dose-only effect, or another doubt; inactive = no such curve, though single readings can be large; an effect the other way counts as inactive or inconclusive. Potency is read from the fitted curve at half-maximal effect. Some of the compounds tested, so the mix of outcomes need not match the whole.
no.	canonical_smiles	MCF10A rereplic	EPAC2 antagonist	Nrf2 activator	TGFb SMAD3 inh	HepG2 tox	A549 viability	ATXN2 expr inh	ATXN viability	Nrf2 block
1	N#CCN(C(=O)COC(=O)CCCNC(=O)c1ccc(Cl)cc1)c1ccccc1	0%	2%	-0.2%	-8%	-11%	-3%	-8%	i	-14%
2	COc1ccccc1NC(=O)c1ccc([N+](=O)[O-])cc1[N+](=O)[O-]	3%	16%	3.4%	-22%	-1%	2%	-17%[11.3 µM]	i	-2%
3	CCOC(=O)C1CCN(Cc2cc(=O)oc3c(C)c(C)ccc23)CC1	-8%	-8%	-1.5%	-13%	-15%	-2%	u	i	u
4	COc1ccc(COC(=O)C2CCN(S(=O)(=O)c3ccc(OC)c(OC)c3)CC2)cc1	-2%	2%	-0.2%	15%	-6%	14%	x	i	5%
5	CCOc1ccccc1C1CC(c2ccccc2)Nc2nc(N)nn21 (configuration not stated)	1%	5%	0.2%	-2%	-25%	-9%	-1%	i	-1%
6	COc1ccccc1N1C(=O)C2C3C=CC(CC3)C2C1=O (configuration not stated)	-3%	5%	-0.3%	13%	8%	-7%	-9%	i	2%
7	O=C(CSc1nnc2scc(-c3ccccc3)n12)N1CCCc2ccccc21	0%	1%	-0.5%	4%	-6%	11%	3%	i	u
8	Cc1ccc(C)c(N(CC(=O)N2CCc3ccccc3C2)S(C)(=O)=O)c1	-2%	2%	-0.1%	-15%	-1%	-1%	x	i	8%
9	COC(=O)COc1coc(CN2CCN(c3cccc(Cl)c3)CC2)cc1=O	20%	1%	0.1%	12%	5%	3%	2%	i	2%
10	O=c1[nH]cnc2sc3c(c12)CN(Cc1ccccc1)CC3	-2%	8%	-0.5%	3%	3%	-4%	42%[activator]	x	-15%
11	CCCCNC(=S)NNC(=O)c1csc2c1CCC(C)C2 (configuration not stated)	5%	3%	-0.7%	-10%	-26%	4%	0%	u	-19%
12	O=C(NCc1ccccc1F)C(=O)NCC(c1ccco1)S(=O)(=O)c1ccccc1 (configuration not stated)	x	x	2.9%	-25%	-22%	2%	x	x	x
13	Cc1cnc(C(=O)Nc2ccccc2-n2cccc2)cn1	-7%	0%	6.3%	14%	-19%	17%	-3%	i	17%
14	COc1ccc(-c2nc3ccccc3c(=O)n2CCOc2cc(C)ccc2C)cc1	7%	7%	-1.0%	2%	0%	0%	x	i	8%
15	Cc1occc1-c1nnc(SCC(=O)c2ccc3c(c2)OCCO3)n1CC1CCCO1 (configuration not stated)	1%	12%	0.6%	-6%	5%	-7%	8%	i	22%
16	CC(=O)c1ccc(NC(=O)CN2CCN(CC(=O)Nc3ccc(C(C)=O)cc3)CC2)cc1	3%	-2%	-0.3%	-7%	1%	3%	-11%	i	10%
17	CCCCNC(=O)COC(=O)CCC(=O)c1cccs1	-4%	6%	-0.8%	1%	20%	0%	x	i	0%
18	Cc1ccccc1-n1nnnc1SCc1csc(-c2ccccc2)n1	19%	3%	7.2%	-6%	-17%	-3%	-6%	i	-18%
19	Cc1ccc(C)c(NC(=O)C[n+]2ccccc2)c1	1%	0%	0.2%	-4%	1%	6%	-11%	i	-21%
20	Cc1sc2nc(CSCC(=O)Nc3c(F)cccc3F)[nH]c(=O)c2c1C	1%	12%	-0.6%	-12%	-24%	3%	1%	i	-10%

# Values by screen from above:
# Entries 6–11 in EPAC2 antagonist read 5%, 1%, 2%, 1%, 8%, 3%
# Entries 6–11 in TGFb SMAD3 inh read 13%, 4%, -15%, 12%, 3%, -10%

# (list continues)
no.	canonical_smiles	MCF10A rereplic	EPAC2 antagonist	Nrf2 activator	TGFb SMAD3 inh	HepG2 tox	A549 viability	ATXN2 expr inh	ATXN viability	Nrf2 block
21	CCOC(=O)Cn1c(=O)oc2cc(S(=O)(=O)N3CCN(C(=O)OCC)CC3)ccc21	-1%	-5%	-0.5%	-9%	0%	8%	6%	i	18%
22	COc1ccccc1OCCNc1nc2c(c(=O)n(C)c(=O)n2C)n1C	u	6%	-0.3%	-4%	8%	0%	-1%	i	u
23	NC(=O)C1C(=O)c2ccccc2C1(C[N+](=O)[O-])c1ccccc1 (configuration not stated)	3%	10%	17%	7%	-14%	0%	0%	i	1%
24	CCc1cccc(CC)c1NC(=O)C(CC)Sc1nc2ccncc2[nH]1 (configuration not stated)	-7%	2%	-1.1%	-10%	1%	0%	9%	i	6%
25	Clc1cccc(NCc2nnc3n2CCCCC3)c1	0%	8%	-0.3%	21%	30%	6%	3%	i	19%
26	CSCCC(NS(=O)(=O)c1c(Cl)cccc1Cl)C(=O)O (configuration not stated)	-7%	5%	1.5%	0%	3%	2%	-4%	i	1%
27	O=C(Nc1cccc(S(=O)(=O)N2CCOCC2)c1)C1CC(=O)N(c2ccc3c(c2)OCCO3)C1 (configuration not stated)	13%	13%	-0.1%	1%	13%	-3%	x	i	u
28	COCCn1c(N)c(N(Cc2ccccc2)C(=O)C2CCCC2)c(=O)[nH]c1=O	2%	20%	0.1%	-3%	59%	1%	-16%	u	3%
29	Cc1c(C(=O)NCc2cccnc2)oc2ccc(S(=O)(=O)N3CCCCC3)cc12	-2%	-2%	-0.1%	-4%	-41%	1%	-17%	i	u
30	COC(=O)c1cn(C)c2ccc(S(=O)(=O)N3CCOCC3)cc2c1=O	7%	8%	-0.5%	-24%	-3%	-6%	x	i	5%
31	COc1ccc(S(N)(=O)=O)cc1C(=O)OCCCOc1ccc(F)cc1	5%	-13%	-0.4%	u	0%	-6%	1%	i	-19%
32	Cc1ccc(-c2nc(C)c(CCNC(=O)c3cccs3)s2)cc1	x	x	5.8%	-6%	-8%	4%	2%	i	x
33	CCOc1cc(S(=O)(=O)NCc2ccc(OC)cc2)c(OCC)cc1-n1cnnn1	u	0%	-0.2%	-3%	-5%	0%[1.84 µM]	-23%	i	-10%
34	COc1ccc(C(=O)NNC(=O)c2ccc(S(=O)(=O)N3CCCCC3)cc2)cc1	3%	-2%	0.4%	-5%	5%	1%	-4%	i	-18%
35	COC(=O)c1ccc(CSc2nc3ccc(C)cc3[nH]2)o1	-3%	2%	-0.7%	-27%	1%	0%	6%	i	23%
36	CC(NS(=O)(=O)c1cccc(C(=O)NCc2ccncc2)c1)c1ccccc1 (configuration not stated)	-1%	4%	-0.6%	5%	9%	-5%	2%	i	5%
37	CN1CCN(c2ccc(Cl)cc2NS(=O)(=O)c2ccccc2Cl)CC1	-1%	5%	2.3%	-4%	-27%	-7%	-25%	u	12%
38	CCn1nnc2cc(C(=O)Nc3cccc(Cl)c3)ccc21	x	x	0.9%	-14%	4%	12%	2%	i	u
39	CCOc1ccc(NC(=O)CCc2c(C)nc3nc(C)nn3c2C)cc1	x	x	0.9%	4%	10%	-5%	-9%	i	-13%
40	Cc1ccnc(Nc2cccnc2)n1	x	1%	0.4%	-17%	3%	x	10%	i	x

# 3 compounds already listed, ordered by the number in EPAC2 antagonist, rising.
no. | structure | EPAC2 antagonist
21 | CCOC(=O)Cn1c(=O)oc2cc(S(=O)(=O)N3CCN(C(=O)OCC)CC3)ccc21 | -5%
29 | Cc1c(C(=O)NCc2cccnc2)oc2ccc(S(=O)(=O)N3CCCCC3)cc12 | -2%
22 | COc1ccccc1OCCNc1nc2c(c(=O)n(C)c(=O)n2C)n1C | 6%

# (further entries)
no.	canonical_smiles	MCF10A rereplic	EPAC2 antagonist	Nrf2 activator	TGFb SMAD3 inh	HepG2 tox	A549 viability	ATXN2 expr inh	ATXN viability	Nrf2 block
41	O=C(c1ccc2c(c1)N(Cc1ccc(Cl)cc1)C(=O)c1ccccc1S2(=O)=O)N1CCCC1	x	x	4.7%	u	-16%	-3%	-28%	i	-7%
42	C/C(CC(=O)Nc1ccc(Cl)c(Cl)c1)=N\NC(=O)Cc1ccccc1	u	-5%	0.6%	-37%	-35%	-3%	-8%	u	-6%
43	Cc1ccc(C)c(NC(=O)Cn2c(=O)n(Cc3cccs3)c(=O)c3cccnc32)c1	x	x	0.2%	-18%	-28%	-5%	-8%	i	2%
44	Cn1c2ccccc2c2cnn(CC(=O)NCCCN3CCN(c4ccccc4F)CC3)c(=O)c21	28%	2%	3.6%&0.4%	u	-18%&-15%	u	x	u	14%&10%
45	CN(C(=O)c1cccc(NC(=O)Cc2ccc(NC(=O)C3CCN(C(=O)C4CCCC4)CC3)cc2)c1)C1CCCCC1	4%	9%	4.2%	-17%	4%	1%	0%	i	u
46	CC(=O)Nc1ccc(OC(=O)c2ccc(Cl)cc2)cc1	-2%	4%	-0.1%	-7%	7%	1%	5%	i	1%
47	COc1cc(NC(=O)CC2C(=O)OCCN2Cc2ccccc2)cc(OC)c1 (configuration not stated)	x	x	4.1%	-13%	-1%	-7%	-11%	i	-27%
48	COCCOC(=O)c1c(C)n(C)c2ccc(OC(=O)c3cccs3)cc12	-1%	-4%	-0.2%	16%	-10%	29%	-1%	i	4%
49	CNC(=O)c1ccc(Nc2nnc(-c3ccc(C)c(S(=O)(=O)N4CCCCC4)c3)c3ccccc23)cc1	x	x	-0.2%	10%	3%	6%	-3%	i	7%
50	COC(=O)c1ccc(N2CCN(c3ccccc3)CC2)nc1	12%	2%	-0.2%	-8%	13%	-7%	8%	i	-20%
51	CCNC(=O)CC1C(=O)N(c2ccccc2)C(=O)N1CCOC (configuration not stated)	-3%	6%	1.9%	0%	-2%	3%	-1%	i	2%
52	COc1ccc(NC(=O)CSc2c(C)n[nH]c2C)cc1	0%	-1%	2.5%	11%	-7%	13%	0%	i	x
53	CC(C)(C)c1ccc(OC(=O)c2ccccc2)cc1	5%	0%	0.7%	8%	0%	7%	-21%	i	17%
54	COc1ccc(S(=O)(=O)N(C)c2ccc(C(=O)N3CCC(C(N)=O)CC3)cc2)cc1	u	-3%	-0.4%	-1%	22%	-1%	-2%	i	-5%
55	NNC(=O)C1C(O)CCC2CN3CCc4c([nH]c5ccccc45)C3CC21 (configuration not stated)	-1%	11%	0.8%	-8%	0%	14%	-2%	i	12%
56	O=C(CSc1nnc2c(n1)[nH]c1ccccc12)Nc1ccc2c(c1)OCO2	12%	5%	7.7%	16%	-29%	5%	-1%	i	-22%
57	c1ccc(Oc2ccc(-c3ccnc4nc(N5CCN(c6ccccc6)CC5)nn34)cc2)cc1	11%	-1%	0.0%	1%	-1%	-14%	x	x	u

# Screens as filed in PubChem BioAssay.
